Insulin prom inh: TRM-6 insulin promoter activity inhibition; TRM-6 cells (human fetal islet line), insulin promoter-eGFP reporter, imaging; reporter expression induced with tamoxifen; inhibition, % at 2 µM; 0.9% of 130,000 active;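 active means inhibition above the mean plus 3 SD, with well images judged a real hit on visual review, cut at about 60% in these data, passing the limit was not always enough; inconclusive means inhibition over the cutoff but images rejected on review; inactive means inhibition not above the cutoff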
sdo1 growth: restores growth of sdo1-depleted yeast. S. cerevisiae sdo1-depleted JHY4D growth rescue, OD600 30 h; stronger effect = higher value; pdr5 snq2 efflux-pump mutant strain. z-score at 10 µM. 0.21% of 140,000 active. AID 817;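 active means z-score above 3 at both the 24 hr and the 30 hr optical density reads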;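 further: z-score against mean and SD of all compound wells on the same plate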
sdo1 growth Rescue 24 h: further read-out of sdo1 growth, marked with its call; z-score; S. cerevisiae sdo1-depleted JHY4D growth rescue, OD600; measured here: growth rescue at 24 h;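 0 is the plate mean of compound wells and units are plate SD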
* = called active by the depositor; ? = inconclusive; . = not tested or not shown; & = joins results of further samples.

sdo1 growth	Insulin prom inh	Molecule	sdo1 growth Rescue 24 h
-1.77	52.9	Cc1ccc(-c2nnc(SCc3nc4ccccc4[nH]3)n2Cc2ccco2)cc1	-1.32
1.81	-109.4	CCc1ccc(OCC(=O)NNC(=O)Cc2cccs2)cc1	1.94
0.42	.	COC(=O)Cc1ccc(NC(=S)NCc2ccccc2Cl)cc1	0.51
-0.47	-67.9	Clc1ccc(CO/N=C/c2c(-c3ccccc3)nc3n2CCS3)c(Cl)c1	-0.13
-0.89	-34.4	COc1ccc(Cl)cc1C(=O)NNC1CC(=O)N(Cc2ccc(Cl)cc2)C1=O (stereo not given)	-0.86
0.37	.	COc1cccc(/C=N/n2c(-c3n[nH]c4c3CCC4)n[nH]c2=S)c1O	0.3
.	-15.0	C/C(=N/NC(=O)CNC(=O)c1cccnc1)c1cccc([N+](=O)[O-])c1	.
0.32	.	COc1ccc(/C=N/n2c(C)nnc2C)c(OC)c1OC	0.25
0.46	-17.3	CCN1CCN(C(=O)CN(c2cc(OC)ccc2OC)S(C)(=O)=O)CC1	0.16
.	42.9	CCC(=O)c1ccc(OCC(=O)N(C)CC(=O)Nc2cccc(F)c2)cc1	.
-1.45	.	Cc1ccc(C(=O)Nc2nnc(SCC(=O)N3CCCc4ccccc43)s2)cc1	-1.17
1.07	13.3	COc1ccc(/C=N/NC(=O)C(C)n2cnc3ccccc3c2=O)cc1OC (stereo not given)	0.78
.	25.0	CC(=O)NC1=NN(C(C)=O)C2(S1)C(=O)N(C(C)=O)c1ccc(C)cc12 (stereo not given)	.
0.47	15.6	FC(F)Oc1ccc(NC(=S)NCc2ccccc2)cc1	-0.22
.	-5.6	Cc1noc(C)c1CCC(=O)O	.
0.3	.	Cc1ccc(C)c(NC(=S)NC(NC(=O)/C=C/c2ccccc2)C(Cl)(Cl)Cl)c1 (stereo not given)	0.54
0.11	-46.9	CN1CCOCCOCCN(C)C(=O)N2CCOCCOCCN(CCOCC2)C1=O	-0.31
-0.08	43.6	Cc1cc(NC(=O)CSc2nc(C(C)C)nc3ccccc23)no1	0.55
-0.96	-37.9	Cc1cc2c(s1)c1cnn(Cc3ccccc3F)c(=O)c1n2C	-0.92
-0.75	44.8	CCCOc1cccc(OCC(=O)Nc2nc3ccccc3[nH]2)c1	-1.03
0.02&0.35	12.2	CC(C)(C)C(=O)Nc1ccc(N2CCCC2)cc1	-0.11&0.54
0.03	5.7	CN1CCN(C(=O)C(C(=O)c2ccc(F)cc2)n2ccccc2=O)CC1 (stereo not given)	0.3
-0.21	19.1	O=C(O)c1ccc(-n2nc(C(F)(F)F)c3c2-c2ccoc2CC3)cc1	-1.46
0.69	0.0	CC(C)CNC(=O)NC(=O)COc1c(F)c(F)cc(F)c1F	1.14
0.56	-125.0	CC(C)C[C@H](NC(=O)NCCc1ccc(Cl)cc1)C(=O)O	0.48
-0.23	-69.4	CC(C)=C1C2CCC1C1C(=O)N(c3ccc(C)c(C)c3)C(=O)C21 (stereo not given)	-0.1
-0.06	-25.0	CCOC(=O)C1=C(c2ccccc2)Nc2nc(C)nn2C1c1cccc(OC)c1OC (stereo not given)	-0.41
.	-50.0	COC(=O)C1C(c2ccc(OC)cc2)NC(=O)NC1(O)C(F)(F)Cl (stereo not given)	.
-0.65	-82.9	O=C(CCc1nc2ccccc2[nH]c1=O)OCC(=O)c1cccc2ccccc12	-1.06
.	42.1	CC(C)CNC(=S)NNC(=O)CC(C)O (stereo not given)	.
0.23	.	COc1cc(C(=O)N2CCN(C(=O)C(Cc3cc(C)ccc3C)NC(C)=O)CC2)cc(OC)c1OC (stereo not given)	-0.33
0.96	8.1	CN1CCN(C(=O)CCC(=O)c2ccc(F)cc2)CC1	1.15
-0.49	63.6	CCOCCCNC(=O)NC12CC3CC(CC(C3)C1)C2	-0.21
1.7	.	COc1ccc2nc(NC3=NC(C(=O)Nc4ccc(C)cc4)CC(=O)N3)nc(C)c2c1 (stereo not given)	2.26
-0.93	.	c1ccc2nc(-c3ccc(N4CCOCC4)cc3)ccc2c1	-1.36
1.13	0.0	CCSC1=C(C#N)C2(CCCCC2)C(C#N)=C(N)N1	1.14
1.7	43.5	CC12CC(NC(=O)N1c1cccc(C(=O)N3CCN(c4ccccc4)CC3)c1)c1ccccc1O2 (stereo not given)	0.78
-0.19	61.9	COc1nc(N2CCOCC2)nc(-n2cccc2)n1	-0.57
-1.23	15.2	CCc1nn2cc(C(=O)c3cc(C)ccc3O)cnc2c1-c1ccc(F)cc1	-0.69
.	30.0	CCn1c(CCNC(=O)c2cccs2)nnc1SCC(=O)c1ccc(OC)cc1	.
0.79	-6.9	CCn1c(SCC(=O)Nc2sc3c(c2C#N)CCCC3)nnc1-c1ccncc1	0.67
0.21	.	COC(=O)c1ccc(C)c(N(CCO)CCO)c1	0.18
-0.07	-15.6	COc1ccc2[nH]cc(C(=O)CN3CCN(C4CCCCC4)CC3)c2c1	-0.37
-0.66	30.0	CCOC(=O)c1ccc(S(=O)(=O)NCC(c2ccc(N(C)C)cc2)c2c[nH]c3ccccc23)cc1 (stereo not given)	-0.49
-0.33	-8.7	CC(=O)Nc1ccc(S(=O)(=O)n2cnc3ccccc32)cc1	-0.76
.	-25.0	CCOC(=O)c1cc2c(=O)n3ccccc3nc2n(Cc2ccco2)c1=NC(=O)c1ccccc1OCC	.
.	18.8	CCOc1cccc2sc(N(CCN(C)C)C(=O)c3ccc(Br)s3)nc12	.
-1.02	31.2	Cc1ccc(-n2nc(C(=O)N3CCOCC3)cc2-c2ccc(Cl)cc2)cc1	-0.14
0.34&0.24	-31.8&54.5	CC1(C)S[C@@H]2[C@H](NC(=O)[C@H](N)c3ccccc3)C(=O)N2[C@H]1C(=O)O	0.74&-0.55
-1.3	-5.7	Cc1coc2c1c(C)cc1oc(=O)c(Cc3ccccc3)c(C)c12	-0.26
-1.24	20.7	O=C(CSc1cccs1)Nc1ccc2ccccc2c1	-1.29
-0.3	-2.7	CC(=O)NCC(=O)OCC(=O)c1ccccc1	-0.98
-0.51	.	Cc1cc(C)cc(NC(=O)/C(C#N)=C/c2cn(CC(=O)NCc3ccco3)c3ccccc23)c1	0.43
0.17	50.0	O=C(Nc1cccnc1)c1ccc(COCC(F)(F)F)cc1	0.32
-1.42	.	Cc1cc(N/N=C/c2ccccc2)nc(NCc2ccccc2)n1	-1.89
0.37	8.6	CC(C)[C@H](NC(=O)c1ccccc1)C(=O)OCC(=O)N1CCc2ccccc2C1	1.05
-0.86	-18.4	CCOC(=O)/C(C#N)=C1/C=C(C)NC(c2ccccc2O)=N1	-0.67
0.88	.	O=S(=O)(/C=C/c1ccccc1)NCCc1ccccn1	1.27
0.92	4.8	COc1ccc(-c2nnc(N(C)C(=O)C3CCCO3)s2)cc1 (stereo not given)	1.27
.	-8.3	O=C(O)CSc1nc2c(c(C(F)(F)F)n1)CCCC2	.

Part of the list above in order of number of heavy atoms, lowest first.
sdo1 growth	Insulin prom inh	Molecule	sdo1 growth Rescue 24 h
0.96	8.1	CN1CCN(C(=O)CCC(=O)c2ccc(F)cc2)CC1	1.15
-0.51	.	Cc1cc(C)cc(NC(=O)/C(C#N)=C/c2cn(CC(=O)NCc3ccco3)c3ccccc23)c1	0.43
-0.66	30.0	CCOC(=O)c1ccc(S(=O)(=O)NCC(c2ccc(N(C)C)cc2)c2c[nH]c3ccccc23)cc1 (stereo not given)	-0.49

Full records, looked up by structure.
CC(C)[C@H](NC(=O)c1ccccc1)C(=O)OCC(=O)N1CCc2ccccc2C1 is listed as sdo1 growth = 0.37; Insulin prom inh = 8.6; sdo1 growth Rescue 24 h = 1.05
COc1ccc2nc(NC3=NC(C(=O)Nc4ccc(C)cc4)CC(=O)N3)nc(C)c2c1 (stereo not given) is listed as sdo1 growth = 1.7; Insulin prom inh = .; sdo1 growth Rescue 24 h = 2.26

Going on with the list:
sdo1 growth	Insulin prom inh	Molecule	sdo1 growth Rescue 24 h
0.11	25.0	CS(=O)(=O)N(CC(=O)N1CCOCC1)c1ccc2c(c1)OCO2	-1.55
.	-24.3	COCC(C)n1c(SCC(=O)N(C)C2CCS(=O)(=O)C2)nc2ccccc2c1=O (stereo not given)	.
-1.26	?	CCOC(=O)CSc1nc2cc(C)ccc2cc1C#N	-1.01
-0.98	-12.9	COc1ccc(NCc2ccc3c(c2)OCO3)cc1Cl	-1.59
-0.69	.	CN(C)c1oc(-c2ccccc2Cl)nc1S(=O)(=O)c1ccccc1	-0.15
-0.37	29.0	CCOC(=O)c1ccc2c(c1)nc(SCC(=O)c1ccco1)n2CC	-0.01
-0.32	.	Cc1cc(C)n2nc(SCN3C(=O)c4ccccc4C3=O)nc2n1	-0.06
0.67	-25.0	Cc1ccc(C(=O)Nc2ccon2)cc1S(=O)(=O)N1CCCC1	1.04
1.14	.	c1cc(Nc2ncnc3sccc23)cc(-c2nnc3n2CCCCC3)c1	1.29
-0.41	23.3	Cc1ccc(-c2ccc(/C=N/NC(=O)CN3CCCC3)o2)cc1Cl	-0.31
.	0.0	CCOC(=O)C1CCCN(C2CC(=O)N(c3ccccc3)C2=O)C1 (stereo not given)	.
0.03	-17.9	CSc1nc(Cl)cc(N(CCO)CCO)n1	-0.57
0.27	-18.6	COc1cc(SC)ccc1C(=O)N(C)Cc1ccccc1	-0.29
0.62	53.5	CCNc1nc(NCC)nc(C(=O)NN)n1	-0.71
1.41	.	CC(C)C(NS(=O)(=O)c1ccc2c(c1)OCCCO2)C(=O)O (stereo not given)	0.7
1.1	-22.2	CC(C)OC(=O)c1cc(NC(=O)C2C3CCC(O3)C2C(=O)O)cc(C(=O)OC(C)C)c1 (stereo not given)	1.11
-1.29	.	O=c1c2[nH]c3ccccc3c2ncn1CCN1CCNCC1	-1.14
-0.85	-33.3	Cc1ccc(NS(=O)(=O)c2cc(C(=O)NCCSC3CCCCC3)ccc2C)cc1	-0.68
0.14	9.1	Cn1nnnc1SCC(=O)N1c2ccccc2Sc2ccccc21	-0.48
0.12	.	COc1ccc(N(CCCN2C(=O)c3cccc4cccc(c34)C2=O)C(=O)c2cccc(OC)c2)cc1	-0.01
0.47	46.3	Cc1ccc(N2CCN(c3cc(C)nc4nc(C)nn34)CC2)c(C)c1	-1.16
1.12	5.6	CCCCC(=O)Nc1ccc(N2CCN(C(=O)CC)CC2)cc1	1.1
.	5.6	CC(=O)c1sc(NC(=O)c2ccc(F)cc2)nc1-c1ccccc1	.
0.32	.	CC(C)n1nc(C(=O)Nc2nc3ccc(S(C)(=O)=O)cc3s2)c2ccccc2c1=O	0.77
0.12	-17.1	CC(C)(C)C(=O)NC1CCN(S(=O)(=O)c2ccc(C(F)(F)F)cc2)CC1	-0.91
.	35.7	O=C(Cc1ccccc1)NNC(=O)C1CCCC1	.
-1.81	-12.5	Cc1cc(Cl)ccc1NC(=O)CN1CCC(C(O)(c2ccccc2)c2ccccc2)CC1	-1.01
.	-164.7	Cc1sc2nc(COC(=O)c3cccc(S(=O)(=O)N(C)c4ccccc4)c3)[nH]c(=O)c2c1C	.
.	50.0	CCOC(=O)N1CCC(N(CCN(C)C)C(=S)Nc2ccc(F)c(Cl)c2)CC1	.
.	64.3	O=C(O)c1cc(-c2ccc(Cl)cc2)n(-c2ccccc2)n1	.

Some entries already given with just sdo1 growth Rescue 24 h.
SMILES | sdo1 growth Rescue 24 h
CC(C)OC(=O)c1cc(NC(=O)C2C3CCC(O3)C2C(=O)O)cc(C(=O)OC(C)C)c1 (stereo not given) | 1.11
O=c1c2[nH]c3ccccc3c2ncn1CCN1CCNCC1 | -1.14

Following part:
sdo1 growth	Insulin prom inh	Molecule	sdo1 growth Rescue 24 h
0.15	.	Cc1ccc(C2N(c3ccc(F)cc3)C(=O)C3CCCN32)cc1 (stereo not given)	-0.32
0.66	.	Fc1ccccc1N1CCN(CCCNc2ccc3nncn3n2)CC1	1.4
-0.12	.	O=c1oc2ccccc2cc1-c1nc(-c2cccs2)cs1	0.68
0.01	-37.1	CN1C(=O)NC(NC(=O)C2CCCCC2)(C(F)(F)F)C1=O (stereo not given)	-0.14
1.08	.	CCN(c1ccccc1)S(=O)(=O)c1ccc(Cl)c(NC(=O)CSc2nncs2)c1	1.82
.	46.7	CCOC(=O)C(CC)(CC)C(=O)/C=C/c1cccc(Br)c1	.
1.31	54.5	CC(C)(C)c1cc(CN2CCOCC2)c(C(=O)O)o1	0.42
-0.56	38.2	CCC(C)NS(=O)(=O)c1ccc(NC(=O)C(Sc2ccccc2)c2ccccc2)cc1 (stereo not given)	-0.09
0.38	.	COc1cc(OC)cc(C(=O)Nc2ccc(S(=O)(=O)Nc3cc(C)nc(C)n3)cc2)c1	1.42
-0.94	.	CC(=O)c1cnc(Nc2nc(C)c3ccc(C)cc3n2)nc1C	-1.5
1.6	-15.0	CC(=O)CCc1c(C)[nH]c2ccc(NC(C)=O)cc2c1=O	1.25
0.52	15.2	O=C(CSc1ncccn1)Nc1ccc(N2CCOCC2)cc1	-0.04
-0.23	43.5	Cc1cc(=O)oc2cc(NC(=O)C3CC(=O)N(Cc4ccccc4)C3)ccc12 (stereo not given)	-0.31
-0.51	-39.3	CCCCCCCCCCOC(=O)C[N+](C)(C)C/C=C(/C)Cl	-0.12
.	22.2	Nc1cc(C(F)(F)F)cc([N+](=O)[O-])c1N	.
0.31	.	CN(CC(=O)Nc1ccc2c(c1)OCCO2)S(=O)(=O)c1cccc2cccnc12	0.21
0.57	26.0	COC(=O)CSc1n[nH]c(-c2ccncc2)n1	0.33

Structures above containing bromine (2):
sdo1 growth	Insulin prom inh	Molecule	sdo1 growth Rescue 24 h
.	18.8	CCOc1cccc2sc(N(CCN(C)C)C(=O)c3ccc(Br)s3)nc12	.
.	46.7	CCOC(=O)C(CC)(CC)C(=O)/C=C/c1cccc(Br)c1	.

The list is partial; the hit share may differ from the screen's.
